Tau fluor counter = counter-screen for tau fibril formation inhibitors; tau K18 P301L Alexa594 fluorescence, heparin fibrillization; 280,000 tested, 0.93% active; Potency, µM (series often up to 57.7 µM), without a hit: top-dose activity change, negative = decrease; further: nearly all actives have a fitted effect of over 55% in size
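Human K18 P301L tau (15 uM unlabeled plus 0.24 uM Alexa 594-labeled, final) in 100 mM sodium acetate pH 7 was mixed with compound and 20 uM heparin and incubated 6 hr at 37 C.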
TexasRed fluor = counter-screen for TRb-SRC2 inhibitors: fluorescence interference | AID 1479 | Potency, µM (top dose mostly 106 µM), without a hit: at the highest dose fluorescence change, negative = quenching | 280,000 tested, 0.29% active | TRb/SRC2 Texas Red total fluorescence interference; active means well fitted curve in either direction with a large enough effect; inconclusive means small, poorly fitted or top-dose-only effect
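Flags fluorescent or light-absorbing compounds by total fluorescence, S + 2P, at 555 nm excitation and 632 nm emission. Mixture: 20 nM Texas Red SRC2 peptide, 0.6 uM human TRb LBD, 1 uM T3, 5% DMSO; compound exposure 5 h at ambient temperature.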
TRb SRC2 PPI = disrupts binding of human TR beta to SRC2; TRbeta-SRC2 peptide binding, fluorescence polarization; receptor liganded with 1 µM T3; Potency, µM (series often up to 106 µM), inactives show at the top dose activity change, negative = inhibition, usual class: inhibitors; 280,000 tested, 0.065% active;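 further: plate controls were bound peptide for no effect and peptide without receptor for full effect; nearly all actives have a fitted effect of over 50% in size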
Target sequence (P10828 whole entry, looked up): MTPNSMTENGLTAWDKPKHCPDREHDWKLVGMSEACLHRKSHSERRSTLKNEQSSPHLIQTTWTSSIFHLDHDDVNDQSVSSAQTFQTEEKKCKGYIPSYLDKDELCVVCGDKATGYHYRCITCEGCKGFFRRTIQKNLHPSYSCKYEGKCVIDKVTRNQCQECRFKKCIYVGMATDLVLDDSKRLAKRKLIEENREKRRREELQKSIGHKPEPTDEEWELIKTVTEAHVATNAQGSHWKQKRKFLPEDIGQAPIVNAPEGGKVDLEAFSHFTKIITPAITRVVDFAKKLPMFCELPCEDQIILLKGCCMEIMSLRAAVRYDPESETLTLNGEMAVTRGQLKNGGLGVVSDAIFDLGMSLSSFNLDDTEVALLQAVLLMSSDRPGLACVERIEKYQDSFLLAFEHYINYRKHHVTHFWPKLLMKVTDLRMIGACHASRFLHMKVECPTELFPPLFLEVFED
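Fluorescence polarization of 20 nM Texas Red SRC2 peptide with 0.6 uM human TRb ligand-binding domain, in Tris buffer with 1uM T3 and 5% DMSO. Incubated 5 hr ambient; normalized to unbound and bound controls.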
ALDH1A1 inh = inhibitors of human aldehyde dehydrogenase 1A1. Purified ALDH1A1, NADH fluorescence, propionaldehyde substrate. 220,000 tested, 7.3% active. AID 1030. Potency, µM (doses to about 75.3 µM), inactives show at the top dose activity, negative = inhibition, actives largely listed as inhibitors. P00352; active means well fitted inhibition curve with a large enough effect, not every such curve was filed as active; inconclusive means small, poorly fitted or top-dose-only effect, or another doubt; inactive means no such curve, though single readings can be large or run the other way;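 further: plate controls were no enzyme wells and a reference inhibitor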
Target sequence (P00352 whole entry, looked up): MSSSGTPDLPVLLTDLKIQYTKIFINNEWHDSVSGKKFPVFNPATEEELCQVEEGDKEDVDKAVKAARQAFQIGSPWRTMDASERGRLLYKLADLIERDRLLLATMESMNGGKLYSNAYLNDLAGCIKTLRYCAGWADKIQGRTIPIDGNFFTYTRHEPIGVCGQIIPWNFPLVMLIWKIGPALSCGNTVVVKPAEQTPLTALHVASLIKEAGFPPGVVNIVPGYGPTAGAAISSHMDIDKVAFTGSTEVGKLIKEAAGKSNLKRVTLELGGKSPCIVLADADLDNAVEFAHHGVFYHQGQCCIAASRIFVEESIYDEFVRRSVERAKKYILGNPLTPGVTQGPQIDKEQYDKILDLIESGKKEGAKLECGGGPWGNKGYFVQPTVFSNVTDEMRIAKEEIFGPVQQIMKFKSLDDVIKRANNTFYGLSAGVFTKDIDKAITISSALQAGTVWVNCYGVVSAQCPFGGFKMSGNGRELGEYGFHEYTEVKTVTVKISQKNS
L3MBTL1 inh = blocks human L3MBTL1; 230,000 tested, 0.66% active; AlphaScreen L3MBTL1–H3K9me1 peptide binding; Q9Y468; Potency, µM (doses to about 57.1 µM), without a hit: at the top dose activity, negative = inhibition, most hits filed as inhibitors; further: nearly all actives have a fitted effect of over 60% in size
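Displacement of a biotinylated histone H3(1-15) peptide monomethylated at Lys9 (75 nM) from L3MBTL1 (50 nM) was measured by AlphaScreen after a 30 min room-temperature compound incubation; cefsulodin titration served as intraplate control.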
Tau fibril FP = tau fibrillization inhibition (FP); P10636; K18 P301L tau heparin fibrillization, Alexa594 FP, 6 h; Potency, µM (series often up to 57.7 µM), for inactives: at the highest dose activity, negative = inhibition, most hits filed as inhibitors; 280,000 tested, 0.39% active; AID 1468; further: nearly all actives have a fitted effect of over 55% in size
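Heparin (20 uM) drove fibril formation of recombinant tau K18 P301L, 15 uM unlabeled with 0.24 uM Alexa 594 label, for 6 hr at 37 C in 100 mM sodium acetate pH 7. Fluorescence polarization (555/632 nm) read 1 hr after 30 uM ThT.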
GLA spleen mod = alpha-galactosidase A (human) modulation | human spleen homogenate, 4MU-alpha-Gal fluorescence, 40 min | Potency, µM (doses to about 80 µM), for inactives: at the top dose activity change, negative = inhibition, actives largely listed as inhibitors | 240,000 tested, 0.008% active | AID 2107;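 further: 0% = enzyme with vehicle and -100% = no enzyme basal signal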
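Human spleen homogenate (1 ug) was the enzyme source, with 4-methylumbelliferyl-alpha-D-galactopyranoside (1 mM final) in pH 5.0 citrate buffer with 0.01% Tween-20. Compounds were titrated; after 40 min at 37C, NaOH/glycine stop, 4-MU fluorescence read; AC50 from Hill fits.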
Tau ThT inhib = inhibitors of human tau fibril formation, thioflavin T binding; recombinant tau K18 P301L, heparin-induced fibrillization, ThT fluorescence; Potency, µM (doses to about 57.4 µM), for the others: at the top dose activity, negative = inhibition, hits mostly inhibitors; 270,000 tested, 2.1% active; further: nearly all actives have a fitted effect of over 55% in size
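ThT emission at 510 nm, taken 1 hr after adding 30 uM dye, quantifies aggregates formed when 20 uM heparin acts on human tau K18 P301L for 6 hr at 37 C.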
Active calls of the source: *; ? = inconclusive; . = not tested or not shown; [ ] = remark or other dose. Unless noted, the call rests on the fitted dose curve; in most records, active means well fitted curve in the direction sought with a large enough effect; inconclusive means small, poorly fitted or top-dose-only effect, or another doubt; inactive means no such curve, though single readings can be large; an effect the other way counts as inactive or inconclusive. Unless noted, on the % scale 0 is the no-effect control and ±100 the full control effect; potency means the concentration at half of the fitted maximal effect.

SMILES	Tau fluor counter	TexasRed fluor	TRb SRC2 PPI	ALDH1A1 inh	L3MBTL1 inh	Tau fibril FP	GLA spleen mod	Tau ThT inhib
CC(=O)C(C)Oc1ncn(-c2ccccc2)n1 (stereo not given)	-0.2%	1.1%	2.0%	3.3%	.	-0.4%	5.6%	4.6%
O=C(CSc1nc(-c2ccco2)nc2cc(=O)[nH]n12)Nc1ccc(F)cc1	-8.3%	0.0%	2.2%	.	.	-7.7%	.	?
O=C(CCCn1c(=O)c2sccc2n(Cc2cccc(Cl)c2)c1=O)NCc1ccc2c(c1)OCO2	-14.6%	3.7%	-0.6%	.	.	-4.6%	.	-2.2%
Cc1cc(NC(=O)c2ccc(C)c([N+](=O)[O-])c2)no1	-5.0%	-4.4%	1.7%	12.3%	.	-7.7%	4.8%	2.5%
CC(=O)Cc1nsc(NC(=O)c2ccc(-c3ccc(Cl)cc3Cl)o2)n1	?	2.5%	-9.2%	-10.3%	.	-10.2%	4.2%	-17.5%
Cc1nn(-c2ccccc2)c(C)c1N	-0.9%	-2.2%	-2.8%	2.9%	2.3%	3.9%	0.4%	-1.0%
CCN1CCN(C(=O)/C(C#N)=C/c2ccc(OC(F)F)cc2)CC1	-3.7%	1.8%	-4.2%	1.3%	.	3.5%	3.3%	-9.4%
COc1ccc(CNC(=S)Nc2ccc(-c3ccccc3)cc2)cc1	?	2.2%	-8.8%	-17.3%	.	?	-4.0%	-13.6%
CCOc1ccc(S(=O)(=O)c2cn(C)c3ccccc3c2=O)cc1	-10.0%	0.8%	-1.5%	.	.	-1.9%	.	-5.0%
COc1cccc(OC)c1C(=O)N1CCN(Cc2ccccc2C)CC1	-11.0%	-2.7%	0.0%	?	2.9%	?	-8.2%	-17.6%
O=C(c1ccc(S(=O)(=O)Cc2cc(F)ccc2F)c([N+](=O)[O-])c1)N1CCCCC1	-18.7%	-0.9%	-5.3%	8.91µM*	-9.0%	2.5%	-5.8%	-13.4%
CN(CCNC(=O)C1CC(=O)N(c2ccc(F)c(Cl)c2)C1)Cc1ccccc1 (stereo not given)	-8.4%	-0.4%	0.8%	-6.3%	2.9%	-3.8%	-4.4%	6.6%
COC(=O)c1ccc(CN(Cc2ccc(OC)c(OC)c2)S(=O)(=O)c2cc(C(=O)Nc3cccc(C)c3)ccc2F)cc1	-20.6%	1.2%	9.8%	.	.	?	.	3.9%
CCOc1cc(C(c2c(C)[nH][nH]c2=O)c2c(C)[nH][nH]c2=O)ccc1OS(=O)(=O)c1ccc(C)cc1	-29.7%	1.1%	?	-2.9%	.	10.1%	-11.9%	?
CCCN(CCO)CCCc1ccccc1	-2.7%	0.4%	1.1%	-9.2%	.	-10.0%	-4.7%	-4.4%
O=C(NC(c1ccccc1)c1ccccc1)C1(c2cccs2)CCOCC1	8.0%	-3.5%	-2.0%	2.3%	4.8%	2.2%	-3.2%	3.7%
Cc1cccc(Sc2c([N+](=O)[O-])ncn2C)c1	3.6%	0.8%	1.9%	0.1%	-14.1%	2.5%	4.3%	3.6%
CCOc1ccccc1NC(=O)COC(=O)CC(NC(N)=O)c1ccc(Cl)cc1 (stereo not given)	-1.9%	-6.4%	6.9%	-5.1%	-10.7%	-1.6%	0.7%	-6.1%
O=[N+]([O-])c1cc(-c2ccc(/C=N/c3nc4ccccn4c3-c3ccco3)o2)ccc1Cl	25.1µM*[quencher]	3.1%	-26.6%	?	.	?	-4.8%	11.2µM*
O=C(CCc1nc2ccccc2c(=O)[nH]1)Nc1ccc(F)c([N+](=O)[O-])c1	-4.5%	2.1%	0.8%	-3.3%	?	2.2%	-7.5%	-17.6%
c1ccc(-n2cc(CNCCc3cscn3)c(-c3ccc4c(c3)OCO4)n2)cc1	-19.6%	0.0%[53 µM]	7.7%[53 µM]	?	-16.8%	1.3%	3.1%	-12.4%
CCOC(=O)c1sc(NC(=O)CSc2nnc(-c3ccc(OC)cc3)n2CCOC)nc1C	-7.9%	-4.6%	0.7%	-4.5%	7.7%	8.5%	2.9%	-17.5%
O=C(/C=C/c1c(Cl)cccc1Cl)NCCc1ccccc1	5.8%	-1.4%	1.6%	11.7%	3.1%	-1.2%	1.7%	-7.4%
CCOC(=O)N1CCN(c2ncc3c(n2)CC(c2ccc(Cl)cc2)CC3=O)CC1 (stereo not given)	-10.6%	6.2%	7.0%	.	.	11.5%	.	?
Cc1ccc(-c2cc(C(F)(F)F)c(C#N)c(=O)[nH]2)cc1	7.2%	-1.5%	-4.8%	?	6.5%	5.7%	?	11.3%
CCCc1nn2c(=O)cc(COC(=O)C3CCCCC3)nc2s1	-6.9%	-3.2%	1.1%	.	.	-7.3%	.	-12.7%
COc1ccccc1C(=O)Nc1nc(-c2cccs2)c(NC(C)=O)s1	-25.7%	-2.8%	-13.6%	?	.	?	-8.3%	-18.3%
COc1cc2nc(SCC(=O)Nc3cccc(C)c3)n3nc(CCn4c(C)nc5ccccc54)nc3c2cc1OC	-23.5%	0.4%	4.5%	.	.	-13.6%	.	?
O=C(NN1C(=O)C2C3C=CC(C4CC34)C2C1=O)c1ccccc1Cl (stereo not given)	0.5%	-4.3%	5.6%	6.6%	9.1%	8.7%	-1.2%	-2.9%
COc1ccc(F)cc1S(=O)(=O)NCCc1sc2nc(-c3ccc(F)cc3)nn2c1C	?	-0.6%	-6.4%	.	.	-10.0%	.	-3.1%

Brought forward from above: 3 entries, followed by the next part.
SMILES	Tau fluor counter	TexasRed fluor	TRb SRC2 PPI	ALDH1A1 inh	L3MBTL1 inh	Tau fibril FP	GLA spleen mod	Tau ThT inhib
COc1cc2nc(SCC(=O)Nc3cccc(C)c3)n3nc(CCn4c(C)nc5ccccc54)nc3c2cc1OC	-23.5%	0.4%	4.5%	.	.	-13.6%	.	?
O=C(NN1C(=O)C2C3C=CC(C4CC34)C2C1=O)c1ccccc1Cl (stereo not given)	0.5%	-4.3%	5.6%	6.6%	9.1%	8.7%	-1.2%	-2.9%
COc1ccc(F)cc1S(=O)(=O)NCCc1sc2nc(-c3ccc(F)cc3)nn2c1C	?	-0.6%	-6.4%	.	.	-10.0%	.	-3.1%
Cc1cc(-c2nc(C)c(C(=O)NNS(=O)(=O)c3cccc(C(F)(F)F)c3)s2)no1	1.5%	-2.6%	1.0%	-12.8%	12.2%	6.6%	-2.0%	-8.1%
COc1ccc(O[C@H]2C=C[C@@H](c3ccccc3)O[C@@H]2COC(=O)CC/C(C)=N/O[C@@H](C)c2cc(-c3c(C)cc(C)cc3C)no2)cc1	-7.2%	0.3%	1.5%	9.3%	-0.8%	3.0%	-2.2%	-11.5%
CCOC(=O)C1CCN(C(=O)Nc2ccc(NC(=O)C3CCN(C(=O)OCC)CC3)cc2)CC1	0.2%	-0.5%	-11.9%	-1.9%	.	-3.1%	11.8%	-9.8%
COc1ccc(OC)c(-c2csc3nnc(SCC(=O)Nc4ccc(NC(C)=O)cc4)n23)c1	-21.6%	-3.1%	-17.6%	-5.6%	-9.4%	5.1%	9.8%	?
COC(=O)c1ccc2c(=O)[nH]c(CSc3nc(C)cs3)nc2c1	-10.6%	0.8%	5.3%	23.8µM*	-5.8%	-0.4%	0.2%	-5.7%
Cn1c(=O)c(Oc2cc(Cl)cc(Cl)c2)nc2ccccc21	-1.6%	0.8%	-11.8%	0.1%	-2.9%	12.3%	5.8%	-7.4%
O=C(Nc1ccccc1N1CCN(C(=O)c2ccc(Cl)cc2)CC1)c1ccc(Br)cc1	-8.2%	-3.1%	-1.3%	?	.	9.6%	6.3%	-8.6%
Cc1nc2ccccc2n1CC(O)COC1CCCCC1 (stereo not given)	0.7%	1.1%	3.2%	?	8.2%	-1.6%	-5.3%	-0.4%
O=C(NCc1ccco1)c1cccc(Nc2nc3ccc(Br)cc3[nH]2)c1	10µM*[quencher]	-0.8%	14.4%	?	-11.3%	?	-16.4%	28.2µM*
CCOC(=O)N1c2ccccc2Sc2ccccc21	-9.6%	-1.4%[53 µM]	4.2%[53 µM]	14.1%	15.7%	-1.6%	0.7%	-3.6%

A different layout for five compounds above.
smiles | Tau fluor counter | TexasRed fluor | TRb SRC2 PPI | ALDH1A1 inh | L3MBTL1 inh | Tau fibril FP | GLA spleen mod | Tau ThT inhib
COc1ccc(OC)c(-c2csc3nnc(SCC(=O)Nc4ccc(NC(C)=O)cc4)n23)c1 | -21.6% | -3.1% | -17.6% | -5.6% | -9.4% | 5.1% | 9.8% | ?
COC(=O)c1ccc2c(=O)[nH]c(CSc3nc(C)cs3)nc2c1 | -10.6% | 0.8% | 5.3% | 23.8µM* | -5.8% | -0.4% | 0.2% | -5.7%
Cn1c(=O)c(Oc2cc(Cl)cc(Cl)c2)nc2ccccc21 | -1.6% | 0.8% | -11.8% | 0.1% | -2.9% | 12.3% | 5.8% | -7.4%
O=C(Nc1ccccc1N1CCN(C(=O)c2ccc(Cl)cc2)CC1)c1ccc(Br)cc1 | -8.2% | -3.1% | -1.3% | ? | . | 9.6% | 6.3% | -8.6%
Cc1nc2ccccc2n1CC(O)COC1CCCCC1 (stereo not given) | 0.7% | 1.1% | 3.2% | ? | 8.2% | -1.6% | -5.3% | -0.4%

Going on with the list:
SMILES	Tau fluor counter	TexasRed fluor	TRb SRC2 PPI	ALDH1A1 inh	L3MBTL1 inh	Tau fibril FP	GLA spleen mod	Tau ThT inhib
Cc1ccc(C)c(NC(=O)CCCCCCCCCCC2COCCO2)c1 (stereo not given)	-4.2%	-5.9%	-0.1%	6.2%	1.4%	-4.3%	12.0%	-10.8%
Cc1cccc(NC(=O)c2cnc3scc(C)n3c2=O)c1	-8.8%	0.3%	1.1%	-15.1%	61.8%[activator]	6.4%	-9.1%	-4.5%
CCOC(=O)CC(NC(=O)c1cc2c(=O)n3cccc(C)c3nc2s1)c1ccc(OCC)c(OC)c1 (stereo not given)	14.3%	9.7%	5.7%	.	.	-16.3%	.	7.0%
O=Cc1sc(Nc2ccccc2)nc1Cl	-15.1%	-3.8%	1.3%	-7.3%	12.4%	15.0%	-2.5%	?

From PubChem BioAssay

Not a hit list; 8.5% or so of the library scored in one or more.
